bIAP inh: blocks bovine intestinal alkaline phosphatase activity | inhibition, % at 20 µM | AID 1019 | 190,000 tested, under 10 active | purified bovine IAP, CDP-star luminescence, 30 min;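 active = over 50% inhibition of intestinal alkaline phosphatase at 20 µM in the single-dose screen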
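System: purified bovine intestinal alkaline phosphatase (IAP) enzyme; Input: IAP diluted 1/65,000,000 in the well; Measured by: CDP-star luminescence signal; Compound dosing: 20 µM single dose; Incubation: 30 min reaction at room temperature.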
FLuc inhib CS: counter-screen for luciferase assay inhibitors: firefly luciferase inhibition. AID 1006. P08659. inhibition, % at 10 µM. hit rate 1.5% among 200,000. ATPLite firefly luciferase biochemical luminescence, 10 min;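 active = inhibition above about 50% when tested at 10 µM, limit read from the data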
Target sequence (P08659 whole entry, looked up): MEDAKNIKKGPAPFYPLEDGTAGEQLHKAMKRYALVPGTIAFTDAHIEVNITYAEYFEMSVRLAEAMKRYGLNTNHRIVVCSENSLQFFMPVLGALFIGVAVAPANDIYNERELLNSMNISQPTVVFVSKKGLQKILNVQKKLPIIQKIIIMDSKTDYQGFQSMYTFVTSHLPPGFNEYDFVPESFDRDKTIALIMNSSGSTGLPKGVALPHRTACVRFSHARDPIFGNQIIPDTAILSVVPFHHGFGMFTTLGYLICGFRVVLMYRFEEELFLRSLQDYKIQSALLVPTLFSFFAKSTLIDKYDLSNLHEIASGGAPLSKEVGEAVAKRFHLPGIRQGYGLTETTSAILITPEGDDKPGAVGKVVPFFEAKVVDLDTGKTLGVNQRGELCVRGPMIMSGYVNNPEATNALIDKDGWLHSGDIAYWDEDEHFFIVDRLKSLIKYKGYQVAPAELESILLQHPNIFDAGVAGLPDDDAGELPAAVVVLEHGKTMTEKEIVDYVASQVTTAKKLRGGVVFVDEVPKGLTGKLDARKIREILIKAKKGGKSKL
FLuc act counter: affects firefly luciferase, flagging false hits in luciferase stimulation screens; AID 1027; activation factor at 10 µM; ATPlite luciferase biochemical, luminescence, 10 min; 0 = ATP-free wells, 1 = DMSO control; P08659; 200,000 tested, under 10 active;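 active = luciferase activation factor, scaled between plate controls, of at least 2 with compound at 10 µM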
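Material: Luciferase/luciferin reagent mix; Doses: test compounds dosed from 2 mM stocks in 100% DMSO; Schedule: 10 min incubation after luciferase reagent addition, room temperature; Measured by: luminescence from luciferase reaction; Read-out: luminescence gain marking luciferase activators.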
TNAP act hi DEA: TNAP (human) activation, high acceptor | P05186 | purified TNAP, CDP-star luminescence, 1 M DEA, 30 min; active compounds read high; 0 = EDTA background, 1 = DMSO-only activity | activation factor at 20 µM | 200,000 tested, under 10 active;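 active = activation factor at least 2 at 20 µM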
Target sequence (P05186 whole entry, looked up): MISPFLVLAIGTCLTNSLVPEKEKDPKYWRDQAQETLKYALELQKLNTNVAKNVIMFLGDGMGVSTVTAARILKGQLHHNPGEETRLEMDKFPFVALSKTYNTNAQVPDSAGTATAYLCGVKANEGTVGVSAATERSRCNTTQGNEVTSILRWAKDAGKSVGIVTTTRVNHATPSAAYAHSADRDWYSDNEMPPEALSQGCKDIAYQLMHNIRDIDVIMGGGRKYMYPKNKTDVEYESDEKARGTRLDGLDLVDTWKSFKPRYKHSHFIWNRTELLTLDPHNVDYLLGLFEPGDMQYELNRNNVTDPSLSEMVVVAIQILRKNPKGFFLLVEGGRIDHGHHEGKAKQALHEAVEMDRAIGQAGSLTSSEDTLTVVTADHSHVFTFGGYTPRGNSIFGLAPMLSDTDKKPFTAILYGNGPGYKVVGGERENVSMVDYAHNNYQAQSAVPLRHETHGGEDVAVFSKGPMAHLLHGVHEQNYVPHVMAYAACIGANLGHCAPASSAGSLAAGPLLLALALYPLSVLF
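Test system – human TNAP · Doses – 20 µM single point · Incubation – 30 min, room temperature · Signal – luminescent substrate turnover signal · Read-out basis – activation factor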
APP transl inh: APP translation inhibition. SH-SY5Y APP 5'UTR-luciferase reporter, luminescence. inhibition, % at 2 µM. hit rate 0.82% among 190,000. AID 1285;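 active = inhibition above a set limit, derived from the sample mean plus 3 SD, cut at about 45% in these data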; also: values of inactives mirror those of a sister screen read the other way
RAM network inh: inhibitors of the yeast RAM network; S. cerevisiae dse1pr::URA3 reporter, 5-FOA growth OD615, 2 d; analog-sensitive cbk1-as2 kinase mutant strain; inhibition, % at 50 µM; hit rate 1.8% among 190,000;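 active = inhibition above a set limit, 3 SD over mean compound inhibition, cut at about 8.4% in these data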;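 also: 0% = DMSO-only wells with no growth and 100% = 10 µM 1-NA-PP1 full growth; inhibition rescues growth on 5-FOA so higher OD means more RAM inhibition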
bIAP activator: increases bovine intestinal alkaline phosphatase activity; hit rate 0.17% among 200,000; activation factor at 20 µM; purified bovine IAP, CDP-star luminescence, 30 min; active compounds read high; fold of DMSO-control signal, blank-subtracted;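 active = activation factor of 2 or more at 20 µM, a signal rise over negative controls twice the positive control's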
Lmaj promast: inhibitors of Leishmania major promastigote growth. Leishmania major promastigotes, resazurin fluorescence viability. inhibition, % at 10 µM. hit rate 9% among 200,000. AID 1063; in the data active = inhibition above about 50%;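 also: promastigotes grown with compound for 44 hours at 28 °C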
TNAP inh noacc: inhibitors of human TNAP without phosphate acceptor. inhibition, % at 20 µM. AID 1012. hit rate 0.26% among 200,000. purified TNAP, CDP-star luminescence, 30 min;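 active = tissue-nonspecific alkaline phosphatase inhibition above about 50% at 20 µM in the single-dose screen, limit read from the data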;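 also: 0% = DMSO negative control and 100% = EDTA positive control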
TNAP inh hi DEA: blocks human TNAP under high phosphate acceptor concentration; P05186; purified TNAP, CDP-star luminescence, 1 M DEA; inhibition, % at 20 µM; hit rate 0.03% among 200,000; AID 1135;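 active = over 50% inhibition of tissue-nonspecific alkaline phosphatase at 20 µM in the single-dose screen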;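 also: plate controls were DMSO wells for no effect and EDTA-quenched wells as full inhibition for full effect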
The depositor's hits bear a star; nt = no result given.

Molecule | APP transl inh | bIAP activator | Lmaj promast | TNAP act hi DEA | FLuc inhib CS | bIAP inh | TNAP inh hi DEA | FLuc act counter | RAM network inh | TNAP inh noacc
O=C(COc1ccccc1)n1nc(-c2ccc(Cl)cc2)nc1NCc1ccco1 | -54 | 0.8 | 5 | 1 | 4 | 17 | 1 | 1 | 7.4 | 39
COc1ccc(/C=N/S(=O)(=O)c2ccc(C)cc2)cc1 | -18 | 1.1 | -8 | 1 | -2 | -10 | -2 | 1 | 1.0 | -8
CN(c1ccccc1)S(=O)(=O)c1ccc(NC(=O)c2ccccc2)cc1 | -10 | 0.9 | 24 | 1 | -2 | 8 | -4 | 1 | 1.9 | -9
Cc1cccc(NS(=O)(=O)c2ccccc2)n1 | -1 | 0.9 | -6 | 1 | -2 | 9 | -2 | 1 | 1.6 | -14
COc1cc(C(=O)NC2=C(C#N)CCC2)cc(OC)c1OC | -13 | 1.1 | 1 | 1 | -4 | -11 | -1 | 1 | 1.2 | -5
COc1cccc([C@H](O)Cn2cc(-c3ccc(CON=C(C)C)cc3)nn2)c1 | 10 | 1 | -1 | 1.1 | -1 | -4 | -5 | 1 | -0.7 | -8
Cc1ccc(C(=O)Nc2ccc3c(c2)CCC3)cc1S(=O)(=O)N1CCOCC1 | -58 | 0.6 | 24 | 1.1 | -6 | 41 | -6 | 1.1 | 2.8 | 3
CC(C)CCn1cnc2c(c1=O)c1nc3ccccc3nc1n2Cc1ccc2c(c1)OCO2 | 5 | 1 | 6 | 1 | -2 | -1 | 1 | 1 | 0.8 | -6
CCN1C(=O)/C(=C2\SC(N3CCCCC3)=NC2=O)c2ccccc21 | 10 | 0.9 | 74* | 0.9 | 51* | 8 | 11 | 0.5 | 3.5 | 20
Cc1cc(C)cc(NC(=O)CSc2nncn2-c2ccccn2)c1 | 5 | 1.1 | 0 | 1 | -7 | -10 | -1 | 1.1 | 0.9 | -8
CCCOc1ccccc1-n1sc2c(c1=S)-c1cc(OC)cc3c1N(C(=O)C3=O)C2(C)C | 3 | 0.6 | -7 | 1 | -7 | 38 | 2 | 1.1 | 5.7 | 2
c1cnc2ccc(C(c3nnnn3C3CCCC3)N3CCN4CCCC4C3)cc2c1 (stereo not given) | -12 | 0.9 | 52* | 1 | -9 | 7 | -5 | 1.1 | 0.4 | -14
Cc1ccccc1NC(=O)CCn1c(=O)oc2ccccc21 | -15 | 0.8 | -7 | 1 | -9 | 17 | -2 | 1.1 | 1.5 | -11
CCC(C)N1CC(C(=O)NC2CCCCC2)CC1=O (stereo not given) | nt | 1 | -6 | 1 | -4 | 4 | -4 | 1 | 1.3 | -12
CCOC(=O)C1(CC2CCCCO2)CCN(Cc2nc(-c3cccs3)oc2C)CC1 (stereo not given) | -1 | 0.9 | 20 | 1 | -10 | 10 | -5 | 1.1 | 0.3 | -6
O=C(NCCCN1CCOCC1)c1cc2c(s1)CCCC2 | 2 | 1 | 91* | 1 | 0 | 1 | 2 | 1 | 2.4 | -6
CN(C)S(=O)(=O)c1cccc(C(=O)OCC(=O)NCc2ccc3c(c2)OCO3)c1 | 1 | 0.9 | -4 | 1.1 | -8 | 12 | -9 | 1.1 | 2.5 | -22
Clc1ccc(-n2nnnc2-c2ccccc2)cc1Cl | 12 | 0.7 | -3 | 1.1 | -6 | 27 | -8 | 1.1 | 0.3 | -15
CC(=O)c1ccn(S(=O)(=O)c2ccccc2)c1 | -36 | 0.9 | -7 | 1 | -3 | 9 | 2 | 1 | 0.5 | -10
COc1ccc(C(C)=O)cc1COC(=O)c1c(C)noc1C | -7 | 0.9 | -4 | 1.1 | -9 | 6 | -8 | 1.1 | 3.0 | -6
CCOC(=O)N1CCN(C(=O)C2CCC(=O)N2C(C)C)CC1 (stereo not given) | 7 | 1.1 | -1 | 1.1 | -8 | -8 | -6 | 1.1 | 0.3 | -9
N#CC1=C(N)C2=CCCC[C@H]2[C@H](c2cccc(F)c2)C1(C#N)C#N | 2 | 1.3 | 81* | 1 | -4 | -32 | 4 | 1 | -0.4 | -13
CC(=O)Nc1cccc(NC(=S)Nc2cccc(Cl)c2Cl)c1 | 3 | 0.8 | -2 | 1.1 | -5 | 24 | -5 | 1.1 | 0.0 | -1
CCOC(=O)n1c(=O)n(Cc2cccc(F)c2)c2ccccc21 | -15 | 1.1 | -2 | 1.1 | -5 | -7 | -6 | 1.1 | -0.1 | -7
C/C(=N\NC(=S)NC(C)C)c1cccc([N+](=O)[O-])c1 | 11 | 0.8 | -5 | 1 | -3 | 24 | 2 | 1 | 0.4 | -1

A different layout for part of the listing above:
Sequence of screens – APP transl inh | bIAP activator | Lmaj promast | TNAP act hi DEA | FLuc inhib CS | bIAP inh | TNAP inh hi DEA | FLuc act counter | RAM network inh | TNAP inh noacc
- CC(=O)c1ccn(S(=O)(=O)c2ccccc2)c1
  -36 | 0.9 | -7 | 1 | -3 | 9 | 2 | 1 | 0.5 | -10
- COc1ccc(C(C)=O)cc1COC(=O)c1c(C)noc1C
  -7 | 0.9 | -4 | 1.1 | -9 | 6 | -8 | 1.1 | 3.0 | -6
- CCOC(=O)N1CCN(C(=O)C2CCC(=O)N2C(C)C)CC1 (stereo not given)
  7 | 1.1 | -1 | 1.1 | -8 | -8 | -6 | 1.1 | 0.3 | -9
- N#CC1=C(N)C2=CCCC[C@H]2[C@H](c2cccc(F)c2)C1(C#N)C#N
  2 | 1.3 | 81* | 1 | -4 | -32 | 4 | 1 | -0.4 | -13
- CC(=O)Nc1cccc(NC(=S)Nc2cccc(Cl)c2Cl)c1
  3 | 0.8 | -2 | 1.1 | -5 | 24 | -5 | 1.1 | 0.0 | -1
- CCOC(=O)n1c(=O)n(Cc2cccc(F)c2)c2ccccc21
  -15 | 1.1 | -2 | 1.1 | -5 | -7 | -6 | 1.1 | -0.1 | -7
- C/C(=N\NC(=S)NC(C)C)c1cccc([N+](=O)[O-])c1
  11 | 0.8 | -5 | 1 | -3 | 24 | 2 | 1 | 0.4 | -1

(more compounds)
Molecule | APP transl inh | bIAP activator | Lmaj promast | TNAP act hi DEA | FLuc inhib CS | bIAP inh | TNAP inh hi DEA | FLuc act counter | RAM network inh | TNAP inh noacc
O=[N+]([O-])c1ccc(NC(=S)NCCc2ccccc2)cc1 | -7 | 1 | 74* | 1.1 | -4 | 1 | -6 | 1 | 2.2 | 5
CCOC(=O)N1CCN(CC(O)c2ccccc2)CC1 (stereo not given) | 8 | 1.1 | -3 | 1 | 3 | -10 | -1 | 1 | 1.5 | -2
Cc1ccccc1N(CC(=O)NCCSC1CCCCC1)S(=O)(=O)c1ccccc1 | 6 | 1.1 | -4 | 1.1 | -5 | -6 | -6 | 1.1 | 8.3 | -29
CCOCCCNS(=O)(=O)c1ccc(NC(=O)c2ccccc2)cc1 | -6 | 0.8 | -4 | 1 | -3 | 18 | -4 | 1 | 0.9 | -11
CC1(C)CC2CC(C)(CN2C(=O)CN2C(=O)c3ccccc3C2=O)C1 (stereo not given) | 13 | 1 | -6 | 1 | -5 | 4 | -1 | 1.1 | -1.2 | -2
Cc1nc2nc(SCC(=O)c3cccc([N+](=O)[O-])c3)[nH]c2cc1Br | -8 | 1 | 21 | 1 | -4 | -2 | 2 | 1 | 1.0 | 10
O=C(CSCc1c(Cl)cccc1Cl)NCc1cccnc1 | -5 | 1.1 | -5 | 1 | -5 | -5 | -3 | 1 | 0.4 | -9
Clc1ccc(-c2nc3ccccc3nc2-c2ccccc2)cc1 | -12 | 0.9 | -3 | 1 | -4 | 11 | -3 | 1 | 8.1 | -9
CCCOc1cccc(CN2CCCCC2c2cccnc2)c1 (stereo not given) | -4 | 1 | 36 | 1.1 | -7 | 2 | -10 | 1.1 | 1.0 | -17
NC(=O)C[C@@H]1NC(=O)c2cc([N+](=O)[O-])cc(F)c2NCCCC[C@@H](C(N)=O)NC(=O)[C@H](CO)NC1=O | 4 | 1 | -4 | 1 | -1 | 3 | 2 | 1 | -0.1 | -4
O=C(CN1CCN(c2ccc(O)cc2)CC1)Nc1cc(S(=O)(=O)N2CCOCC2)ccc1Cl | -2 | 0.6 | 11 | 1 | -4 | 40 | 2 | 1 | 2.0 | -8
COc1ccc(C(=O)n2nc(-c3ccco3)nc2N)cc1OC | 0 | 0.9 | -7 | 1 | 2 | 7 | -4 | 1 | 1.2 | 0
CCOC(=O)C1CCc2sc(N)c(C#N)c21 (stereo not given) | -6 | 0.9 | -2 | 1 | -2 | 6 | -3 | 1 | 1.3 | -11
CS(=O)(=O)N(CC(=O)NCCSCc1ccccc1)c1ccccc1 | -9 | 1 | -3 | 1 | 0 | 2 | -2 | 1 | 0.5 | -9
Cc1cc(C)n(-c2nc3ccccc3c(=O)n2OCC(N)=O)n1 | 6 | 1 | -4 | 1 | -4 | 1 | -2 | 1 | 0.8 | -8
CCCn1c(=N)c(C(=O)NCC2CCCO2)cc2c(=O)n3cccc(C)c3nc21 (stereo not given) | 9 | 1 | 48 | 1 | -6 | 2 | -5 | 1.1 | -1.1 | -8
Cn1ncc(Cl)c1C(=O)Nc1sc2c(c1C(N)=O)CCC2 | 1 | 0.9 | 5 | 1 | -3 | 11 | 2 | 1 | 2.5 | -6
O=C(Cn1cnc2ccc(Br)cc2c1=O)c1cccs1 | -26 | 1 | -4 | 1 | -4 | 5 | -3 | 1 | 4.6 | -10
COC(=O)c1ccccc1OCC(=O)N1CCN(c2ccc(OC)cc2)CC1 | 6 | 1 | -1 | 1 | -4 | -4 | 5 | 1 | 0.9 | -6
CCS(=O)CCSc1nc2ccccc2s1 (stereo not given) | 0 | 1 | -1 | 1 | 5 | 5 | -4 | 0.9 | 1.6 | -11
COc1ccc(C(C(=O)Nc2ccc(C(C)C)cc2)N(Cc2ccco2)C(=O)CC2NC(=O)NC2=O)cc1 (stereo not given) | -8 | 1.1 | 4 | 1 | -1 | -12 | -5 | 1 | 2.0 | -7
CCOC(=O)/C(N=Nc1sc(C(=O)OC)c(C)c1C(=O)OCC)=C(\O)CCl | 38 | 0.9 | -9 | 1 | -1 | 7 | 4 | 1 | -0.5 | -33
COC(=O)c1ccc(C(=O)OC)c(NC(=O)CSc2ccccn2)c1 | nt | 1 | -2 | 1 | -5 | 3 | -1 | 1.1 | 0.2 | -13
COc1ccc(CNCC(O)(c2ccc(F)cc2)c2ccc(F)cc2)cc1 | -66 | 1 | 22 | 1 | -5 | -2 | -5 | 1.1 | 1.4 | -13
COCCNC(=O)c1ccc(C)c(S(=O)(=O)Nc2ccc(C)cc2)c1 | -1 | 1 | 6 | 1 | -4 | 0 | -4 | 1 | -0.2 | -9
CC(=O)Nc1ccc2c(c1)OCO2 | 4 | 1 | -8 | 1 | -4 | -3 | -4 | 1 | 1.5 | -10
COc1cc(OC)c(NC2=NCCCCC2)cc1Cl | -10 | 1 | 0 | 1 | -1 | -4 | -3 | 1 | 1.6 | -3

Another view of two compounds above:
CS(=O)(=O)N(CC(=O)NCCSCc1ccccc1)c1ccccc1
  APP transl inh = -9 | bIAP activator = 1 | Lmaj promast = -3 | TNAP act hi DEA = 1 | FLuc inhib CS = 0 | bIAP inh = 2 | TNAP inh hi DEA = -2 | FLuc act counter = 1 | RAM network inh = 0.5 | TNAP inh noacc = -9
O=C(Cn1cnc2ccc(Br)cc2c1=O)c1cccs1
  APP transl inh = -26 | bIAP activator = 1 | Lmaj promast = -4 | TNAP act hi DEA = 1 | FLuc inhib CS = -4 | bIAP inh = 5 | TNAP inh hi DEA = -3 | FLuc act counter = 1 | RAM network inh = 4.6 | TNAP inh noacc = -10

Bioassay records from PubChem.
